INS-1E GSIS act = GLuc luminescence reporter in INS-1E cells, primary screen for activators of glucose-dependent secretion of insulin. actives 0.61% (n = 370,000). INS-1E GLuc reporter insulin secretion, 2-3 h. activation, % at 16.6 µM. AID 743287;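 active = lowest replicate activation of at least 40%, so every replicate reaches that level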;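 also: 0% = median of neutral control wells and 100% = median of IBMX positive control wells; some compounds called inactive have numbers as strong as hits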
RAD54 branch = blocks human RAD54 Holliday junction branch migration; actives 0.14% (n = 360,000); inhibition, % at 10.4 µM; Q92698; AID 602329; FAM/BHQ fluorescence;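 active = mean normalized replicate activity at least 40 and at least half of replicates scoring 40 or more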;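 also: 0% = median of neutral control wells and 100% = median of positive control wells; inhibitors cause a drop in the FAM fluorescence signal; in these data hits start at about 50%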
esBAF inh = blocks esBAF chromatin remodeling in mouse ES cells | actives 2% (n = 350,000) | Bmi1-luciferase knock-in reporter, 24 h; 100% = twice the neutral-well signal | reporter increase, % at 12.5 µM | AID 602393; in the data active = activation above about 40%;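 also: 0% = median of the plate's neutral control wells and 100% = double that signal; a rise in the Bmi1 reporter signal indicates esBAF inhibition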
ARNT TACC3 PPI = disruptors of human ARNT/TACC3 interaction; AlphaScreen His-ARNT PAS-B/GST-TACC3 binding, luminescence; TACC3 fragment carries E629A point mutation; actives 0.66% (n = 390,000); inhibition, % at 9.99 µM; Q9Y6A5; AID 623870;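 active = mean inhibition of replicates at least 50% and at least half of replicates each reaching 50%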;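 also: 0% = complete ARNT plus TACC3 wells and 100% = ARNT alone without TACC3; many hits fall short of the cut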
ERAP1 HTS inh = ERAP1 (human) enzyme inhibition; recombinant ERAP1, Leu-AMC fluorescence, 60 min; inhibition, % at 10.7 µM; AID 652197; actives 0.15% (n = 340,000);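 active = mean replicate inhibition of at least 30%, or all replicates individually reaching that 30% level; inactive = mean below 30% and not every replicate reaching it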;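 also: 0% = neutral control wells and 100% = L-leucinethiol positive control wells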
RAD52 anneal inh = inhibitors of human RAD52 DNA annealing; AID 651710; inhibition, % at 18.7 µM; recombinant RAD52 DNA annealing, FRET fluorescence; P43351; actives 0.46% (n = 360,000);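 active = every replicate showing at least 50% inhibition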
Target sequence (P43351 whole entry, looked up): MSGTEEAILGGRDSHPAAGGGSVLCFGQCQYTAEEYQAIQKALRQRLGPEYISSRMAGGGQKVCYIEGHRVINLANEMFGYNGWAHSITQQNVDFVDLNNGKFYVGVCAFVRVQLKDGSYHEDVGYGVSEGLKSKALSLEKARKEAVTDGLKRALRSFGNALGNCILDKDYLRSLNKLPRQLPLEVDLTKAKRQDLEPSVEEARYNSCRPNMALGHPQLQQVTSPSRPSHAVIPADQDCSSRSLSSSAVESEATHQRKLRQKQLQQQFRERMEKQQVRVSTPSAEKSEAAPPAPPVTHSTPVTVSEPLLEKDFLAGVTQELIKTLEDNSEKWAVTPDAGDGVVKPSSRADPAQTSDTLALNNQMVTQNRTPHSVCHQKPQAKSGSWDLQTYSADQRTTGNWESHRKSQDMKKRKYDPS
Xi reactivation = X-chromosome reactivation activator. XiGFP mouse fibroblasts, % GFP-positive cells imaging, 3 d; cells co-treated with 5-aza-dC sensitizer; scaled so ellipticine positive control = 100%. activation, % at 7.58 µM. actives 0.055% (n = 360,000);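 active = mean normalized replicate activation at least 10% and every replicate at or above 10%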;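 also: 0% = median of on-plate neutral control wells and 100% = ellipticine 6 µM median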
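Assay system – SV40-immortalized XiGFP fibroblast cells, line 68-5-11 · Buffer or medium – DMEM supplemented with 5-aza-dC as sensitizing agent · Dosing – one concentration, pinned · Benchmarks – positive control ellipticine, 6 µM final · Times – 3 days compound exposure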
F508del corr = CFTR F508del correction in bronchial cells. CFBE cells, YFP halide quenching; stimulated with forskolin plus potentiator P3; % fluorescence drop versus neutral controls. activity (quench increase), % at 7.58 µM. actives 0.36% (n = 350,000);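 active = mean added fluorescence quench of at least 8% versus neutral control, with both replicates also reaching 8%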;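 also: cells transiently co-express mutant CFTR-F508del with the halide-sensitive YFP; corrector assay measuring rescue of mutant channel to the surface after 24 h compound exposure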
The depositor's hits bear a star; / = no result given; & = joins results of further samples. Hits appear at their usual frequency (roughly 3.3% active in at least one column).

Preview:
SMILES | INS-1E GSIS act | RAD54 branch | esBAF inh | ARNT TACC3 PPI | ERAP1 HTS inh | RAD52 anneal inh | Xi reactivation | F508del corr
Nc1nc(SCc2ccc(F)cc2)n[nH]1 | -5.3 | 4.9 | 5.5 | -11.6 | / | -13.2 | 0.2 | -0.9
Cc1ccc(-c2noc(CSc3nnnn3C3CCCCC3)n2)cc1 | -8.0 | 8.3 | -5.7 | -0.2 | / | -147.7 | 0.0 | -0.7
C[C@H](CO)N1C[C@H](C)[C@@H](CN(C)C(=O)c2cccnc2)Oc2ncc(-c3ccc(C(=O)N(C)C)cc3)cc2C1=O | 12.4 | 6.9 | 0.8 | 0.2 | -2.2 | -7.5 | 0.2 | -2.0
Cc1cc(C)cc(Cn2cc(CN3CC(N4CCN(Cc5ccccc5F)CC4)CS3(=O)=O)nn2)c1 (stereo not given) | -14.5 | / | / | / | / | -6.3 | 0.0 | 1.2
O=C(CSc1ccccc1F)NC1CCS(=O)(=O)C1 (stereo not given) | 6.0 | 6.2 | 4.9 | -1.5 | -0.3 | -0.4 | 0.0 | 1.7
COc1ccc(Cl)cc1-c1n[nH]c(=S)n1Cc1ccccc1 | -7.9 | 3.7 | -9.7 | 0.2 | -0.6 | -4.4 | 0.4 | 4.8
CCOC(=O)c1ccc(N=Cc2nc3ccccc3n2C)cc1 | 2.1 | -6.3 | 3.6 | 5.7 | -2.9 | -12.4 | / | 1.9

The whole of this part, repeating the preview:
SMILES | INS-1E GSIS act | RAD54 branch | esBAF inh | ARNT TACC3 PPI | ERAP1 HTS inh | RAD52 anneal inh | Xi reactivation | F508del corr
Nc1nc(SCc2ccc(F)cc2)n[nH]1 | -5.3 | 4.9 | 5.5 | -11.6 | / | -13.2 | 0.2 | -0.9
Cc1ccc(-c2noc(CSc3nnnn3C3CCCCC3)n2)cc1 | -8.0 | 8.3 | -5.7 | -0.2 | / | -147.7 | 0.0 | -0.7
C[C@H](CO)N1C[C@H](C)[C@@H](CN(C)C(=O)c2cccnc2)Oc2ncc(-c3ccc(C(=O)N(C)C)cc3)cc2C1=O | 12.4 | 6.9 | 0.8 | 0.2 | -2.2 | -7.5 | 0.2 | -2.0
Cc1cc(C)cc(Cn2cc(CN3CC(N4CCN(Cc5ccccc5F)CC4)CS3(=O)=O)nn2)c1 (stereo not given) | -14.5 | / | / | / | / | -6.3 | 0.0 | 1.2
O=C(CSc1ccccc1F)NC1CCS(=O)(=O)C1 (stereo not given) | 6.0 | 6.2 | 4.9 | -1.5 | -0.3 | -0.4 | 0.0 | 1.7
COc1ccc(Cl)cc1-c1n[nH]c(=S)n1Cc1ccccc1 | -7.9 | 3.7 | -9.7 | 0.2 | -0.6 | -4.4 | 0.4 | 4.8
CCOC(=O)c1ccc(N=Cc2nc3ccccc3n2C)cc1 | 2.1 | -6.3 | 3.6 | 5.7 | -2.9 | -12.4 | / | 1.9
O/N=C(\c1ccccc1)c1nccc2ccccc12 | 26.9 | -9.7 | 2.4 | 2.3 | -3.3 | 3.0 | 0.0 | -2.4
COc1ccc(-c2ccc([C@H]3[C@@H](CO)N4C(=O)CN(C(=O)c5cccnc5)C[C@H]34)cc2)cc1 | -0.1 | / | / | / | 0.9 | -25.5 | 0.2 | -0.2
COC(=O)c1c(C(=O)OC)c(-c2ccc(C)cc2)n2c1CS(=O)(=O)C2 | 14.8 | 14.3 | -4.7 | -1.9 | / | / | / | /
CN[C@@H](C)C(=O)NC[C@H]1O[C@@H](n2cnc3c(N)ncnc32)[C@H](O)[C@@H]1O | 0.0 | -6.5 | 3.0 | -3.1 | -0.3 | -2.2 | 0.1 | 0.8
O=C(Nc1ccc(F)cc1)C1CCCN(C2=NS(=O)(=O)c3ccccc32)C1 (stereo not given) | -6.1 | -3.1 | -3.5 | -1.7 | 2.1 | -22.2 | 0.0 | 4.1
CO[C@H]1CN(C)C(=O)c2cc(NC(=O)c3cnccn3)ccc2OC[C@H](C)N(C(C)=O)C[C@H]1C | 9.9 | 0.5 | 1.3 | 2.7 | 0.2 | -18.1 | 0.0 | 1.3
CCOc1cc(Br)cc(/C=N/NC(=O)c2cccnc2)c1O | -3.6 | 2.8 | -55.6 | 55.7* | -1.7 | -34.6 | 1.5 | 4.7
CN1CCc2c(sc(NC(=O)c3ccc(S(=O)(=O)N4CCCC4)cc3)c2C(N)=O)C1 | -16.0 | -15.2 | -4.6 | -9.3 | 4.4 | -10.5 | 0.1 | 1.3
C[C@H](CO)N1C[C@H](C)[C@@H](CN(C)S(=O)(=O)c2ccc(F)cc2)Oc2ccc(NC(=O)CCCCCC(=O)Nc3ccccc3N)cc2C1=O | 11.4 | / | / | / | 2.4 | -40.2 | -1.3 | -1.9
C[C@H]1CN([C@@H](C)CO)C(=O)c2cc(NC(=O)Cc3cn(C)c4ccccc34)ccc2O[C@@H]1CN(C)S(=O)(=O)c1ccc(Cl)cc1 | -4.3 | 1.0 | 5.3 | 6.6 | 1.1 | 4.5 | -0.4 | -0.4
N#C[C@H]1[C@@H](c2ccccc2-c2ccc(F)cc2)[C@H](CO)N1c1ncc(-c2ccccc2)s1 | -21.8 | / | / | / | 1.7 | -11.1 | 0.2 | 2.3
CN(CC(=O)Nc1cccc(F)c1)C(=O)C1CCC(C(=O)N(C)CC(=O)Nc2cccc(F)c2)CC1 (stereo not given) | -33.8 | -2.0 | 9.6 | -13.8 | 0.2 | -10.8 | 0.0 | -1.0
CC(=O)NC(c1cccc(F)c1)c1nc(-c2cccc(C(F)(F)F)c2)cs1 (stereo not given) | 25.7 | -6.9 | 14.8 | / | -6.2 | -9.6 | 0.0 | 2.2
COc1ccc(Cc2[nH]n3c(=O)cc(C(C)C)nc3c2-c2ccccc2)cc1 | 13.0 | / | / | 4.5 | 2.0 | 4.1 | 0.1 | -1.7
Cc1ccc2c(c1)N=C(c1ccc(Cl)cc1)CO2 | 3.0 | 2.2 | 49.2* | -2.0 | / | / | / | /
O=C(O)Cc1csc(-c2ccc(F)cc2)n1 | -4.9 | -7.6 | 2.1 | -2.5 | 0.0 | -11.1 | 0.1 | -2.0
Cc1ccc(S(=O)(=O)N2CCN(C(=O)CSc3ncn[nH]3)CC2)c(C)c1 | -3.0 | / | / | -1.4 | 0.6 | 2.8 | -0.1 | -1.3
CN1C(=O)c2cc(NC(=O)C3CCCC3)ccc2OC[C@@H]2O[C@H](CC(=O)O)CC[C@@H]21 | -1.6 | -3.5 | 5.9 | -4.2 | -2.8 | -18.7 | 0.2 | -0.4
CCn1c(C)nc2cc(C(=O)N/N=C(\C)c3ccc(OC)cc3O)ccc21 | 20.5 | / | / | 1.4 | 0.7 | -8.8 | 0.0 | -1.0
Cc1ccc(S(=O)(=O)CCC(=O)Nc2nnc(-c3ccccc3S(C)(=O)=O)o2)cc1 | 5.7 | / | -11.7 | 20.4 | -3.8 | -13.5 | 0.0 | -4.5
C[C@H](CO)N1C[C@H](C)[C@H](CN(C)S(=O)(=O)c2ccc(C(F)(F)F)cc2)OCc2ccccc2-c2ccccc2C1=O | -14.8 | 2.7 | 12.8 | -18.1 | 1.8 | 3.8 | -0.2 | -3.6
c1ccc2c(c1)SCc1nnc(-c3ccncc3)n1-2 | 13.0 | / | / | -6.2 | 3.4 | 0.6 | 0.4 | 0.4
COCCN(C(=O)CSc1nnc(-c2ccc(C(C)(C)C)cc2)n1N)c1c(N)n(CC(C)C)c(=O)[nH]c1=O | 9.9 | / | / | -3.1 | -3.6 | 1.3 | 0.1 | -2.2
CCOC(=O)C1(C)CCCCN1C(=O)c1cccnc1 (stereo not given) | 13.0 | 9.5 | -4.9 | / | 1.3 | -6.1 | 0.0 | -2.5
COC(=O)c1ccc(Cn2nnc3c(=O)[nH]c(C4CCN(S(=O)(=O)c5ccc(F)cc5)CC4)nc32)cc1 | -0.8 | -0.3 | 1.3 | 3.8 | 0.3 | -13.5 | 0.2 | -0.6
Cc1ccc2c(c1)-c1c(cnn1CC(=O)N(Cc1ccco1)C1CCCCC1)CO2 | / | 2.0 | -5.4 | -0.8 | 8.6 | -10.4 | -0.1 | 3.9
COc1ccc(NC(=O)N(C)C[C@H]2Oc3ccc(NC(=O)CCC(F)(F)F)cc3CC(=O)N([C@H](C)CO)C[C@@H]2C)cc1 | -3.6 | -2.4 | -3.9 | -0.5 | 0.7 | -8.2 | 0.0 | -3.5
Cc1ccc(Cl)c(OCC(=O)Nc2cc(S(=O)(=O)N3CCOCC3)ccc2N2CCCC2)c1 | -23.3 | 2.1 | / | 37.7 | -3.1 | -20.0 | 0.2 | 0.9
COc1cccc(C2[C@H](C)C3(CCN2C)OCCO3)c1 (stereo not given in full) | 1.9 | / | / | 1.6 | 0.1 | -12.7 | 0.0 | -0.9
O=C(COC(=O)c1cccc(OC(F)F)c1)NC(=O)NC1CCCCC1 | -20.2 | / | / | / | -3.6 | -11.3 | 0.0 | -0.2
CCOc1ccc(NC(=O)C2CCCN(S(=O)(=O)c3ccc(-n4cnnn4)cc3)C2)cc1 (stereo not given) | -6.7 | 3.9 | 7.4 | -4.0 | -3.9 | 3.2 | 0.0 | 0.2
C[C@H]1CN([C@@H](C)CO)C(=O)Cc2cc(NC(=O)CCC(F)(F)F)ccc2O[C@H]1CN(C)CC1CC1 | -0.2&1.2 | 11.2&2.1 | 1.0&-1.6 | -3.2&4.4 | -3.1&-1.5 | -7.0&-7.3 | 0.0&0.0 | -5.5&1.2
CCC(=O)Nc1ccc(S(=O)(=O)Nc2c(NC)c3ccccc3oc2=O)cc1 | 28.2 | 3.5 | 0.5 | 0.1 | 1.2 | -14.1 | 0.0 | -0.1
CNC(=O)C[C@H]1CC[C@@H]2[C@@H](COc3ccc(NC(=O)Nc4ccccc4OC)cc3C(=O)N2C)O1 | 0.9 | 2.7 | -7.3 | -4.4 | 2.2 | 5.3 | 0.2 | -0.2
Cc1ccc(S(=O)(=O)NCCC(=O)Nc2ccc(Cl)c(Cl)c2)cc1C | -17.0 | / | 6.0 | 34.9 | -0.4 | -23.3 | 0.0 | 3.0
C[C@@H]1CN([C@@H](C)CO)C(=O)c2cc(NS(C)(=O)=O)ccc2O[C@@H](C)CCCCO[C@H]1CN(C)C(=O)c1ccncc1 | 17.9 | 16.7 | -0.3 | -10.2 | -2.7 | 13.6 | 8.4 | -1.3
COc1ccccc1C(=O)NCCC(=O)Nc1ccc(OC(F)(F)F)cc1 | -2.7 | 0.5 | 2.7 | 7.5 | -4.1 | 13.9 | / | -1.2
C[C@@H]1CN([C@H](C)CO)C(=O)CCCn2cc(nn2)CO[C@H]1CN(C)S(=O)(=O)c1ccccc1 | 0.1&18.9 | -16.4&5.8 | -6.6&-0.4 | -2.1 | -6.5&1.7 | 0.2&-12.0 | -0.1 | 2.9&1.3
C[C@H]1CN([C@@H](C)CO)C(=O)c2cccc(NC(=O)NC3CCCCC3)c2O[C@@H]1CN(C)S(=O)(=O)c1ccccc1 | -21.4 | 13.9 | 4.3 | -5.1 | -4.5 | 20.2 | -0.2 | 3.2
CCCC#Cc1ccc([C@H]2[C@H](CO)N3CCCCN(CC4CC4)C[C@@H]23)cc1 | / | 12.1 | / | 6.6 | -0.5 | 37.4 | / | -0.8
